C-LANA FP – KSHV C-LANA DNA binding inhibition; actives 0.078% (n = 340,000); MBP-C-LANA/FAM-LBS DNA binding, fluorescence polarization; inhibition, % at 9 µM; AID 504423;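 active = highest replicate inhibition at or above 60% at 9 µM, even if other replicates fall short; inactive = all replicates below 60% inhibition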;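 also: 0% = neutral control wells and 100% = 4 µM acridine orange control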
CDK5 p35 inh – blocks human CDK5/p35 kinase activity. Q00535+Q15078. Recombinant CDK5/p35, ADP-Glo luminescence, 60 min. inhibition, % at 10 µM. actives 0.01% (n = 330,000);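 active = highest replicate inhibition of at least 50% and at least 75% of replicates reaching 50%; inconclusive = only one of the two criteria met; inactive = both criteria failed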;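 also: plate controls were DMSO neutral control for no effect and GW8510 at 10 µM for full effect; many of its hits are not listed in these tables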
NSD2 HMT inh – inhibitors of human histone methyltransferase NSD2; O96028; NSD2 peptide methylation, AlphaScreen, 120 min; inhibition, % at 12.5 µM; actives 0.54% (n = 310,000); AID 743445; in the data active = inhibition above about 50%
dFosB act – enhances mouse delta FosB homodimer DNA binding. actives 0.99% (n = 340,000). purified delta FosB, TAMRA-CDK5 oligo fluorescence polarization; percent of positive-control signal above neutral wells. activation, % at 25 µM. AID 493131. P13346;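 active = mean activation above about 17%, with every replicate also reaching it, limit read from the data, passing the limit was not always enough; inconclusive = only one of the two conditions met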;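 also: fluorescence polarization rise as delta FosB binds a TAMRA Cdk5 AP-1 oligo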
PvdQ inh – blocks Pseudomonas aeruginosa PvdQ acylase activity; purified PvdQ acylase, fluorescence plate reader; inhibition, % at 10 µM; actives 0.063% (n = 340,000); in the data active = inhibition above about 30%, passing the limit was not always enough; inconclusive = no clear call, values can overlap the other calls;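 also: 0% = vehicle neutral wells and 100% = reference inhibitor wells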
cardiac RTF act – cardiac RTF calcium sensitization. IANBD-labeled TnC RTF fluorescence at EC20 calcium; 0% EC20 calcium, 100% full calcium. activation, % at 7.2 µM. actives 0.24% (n = 340,000);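 active = activation above the mean over all tested compounds plus 3 SD, cut at about 30% in these data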;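 also: rise in fluorescence read as greater calcium sensitivity of cardiac thin filaments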
Keap1 Nrf2 FP – disrupts human Keap1 binding to Nrf2 peptide | Q14145 | Keap1 Kelch-Nrf2 peptide fluorescence polarization, 1536-well | inhibition, % at 9.4 µM | actives 0.15% (n = 340,000); in the data active = inhibition above about 12%; inconclusive = no clear call, values can overlap the other calls; inactive = below about 7.3%;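 also: human Keap1 Kelch domain with fluorescein labeled Nrf2 9mer peptide probe; 0% = neutral control wells and 100% = peptide positive control; higher means more block of Keap1 binding to Nrf2 peptide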
Target sequence (Q14145 whole entry, looked up, the tested form may be a part): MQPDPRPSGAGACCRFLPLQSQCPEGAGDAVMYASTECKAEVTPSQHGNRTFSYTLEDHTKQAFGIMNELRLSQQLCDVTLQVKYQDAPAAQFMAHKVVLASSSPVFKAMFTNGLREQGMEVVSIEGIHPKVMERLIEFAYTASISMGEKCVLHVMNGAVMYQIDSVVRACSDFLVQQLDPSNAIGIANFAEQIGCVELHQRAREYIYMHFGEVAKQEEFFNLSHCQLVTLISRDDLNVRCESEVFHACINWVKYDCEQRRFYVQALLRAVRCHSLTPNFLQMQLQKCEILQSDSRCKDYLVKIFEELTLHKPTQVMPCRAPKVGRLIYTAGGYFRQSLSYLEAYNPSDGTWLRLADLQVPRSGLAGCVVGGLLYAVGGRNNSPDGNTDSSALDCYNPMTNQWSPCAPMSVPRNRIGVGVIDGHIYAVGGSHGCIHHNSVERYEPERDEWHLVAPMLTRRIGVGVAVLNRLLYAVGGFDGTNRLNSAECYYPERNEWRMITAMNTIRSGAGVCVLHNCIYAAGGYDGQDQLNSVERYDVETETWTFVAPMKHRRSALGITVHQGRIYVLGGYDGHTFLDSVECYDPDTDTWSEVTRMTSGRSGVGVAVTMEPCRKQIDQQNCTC
PfHsp90 yeast 2 – reduces growth (ATP signal) of yeast expressing P. falciparum Hsp90; S. cerevisiae expressing PfHsp90, BacTiter-Glo ATP, 48 h; yeast lacking PDR1 and PDR3 efflux regulators; inhibition, % at 9.4 µM; actives 0.32% (n = 310,000); AID 504621;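 active = every replicate shows inhibition above about 80%, whatever the replicate mean, limit read from the data; inconclusive = mean inhibition reaches the set limit but some replicate falls short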;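 also: 0% = DMSO neutral controls and 100% = 20 µM radicicol positive controls; yeast relying on Plasmodium falciparum Hsp90 in place of its own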
SUMO Mot1 rescue – inhibitors of SUMOylation pathway: yeast Mot1-301 growth rescue. S. cerevisiae Mot1-301 growth rescue, ATP luminescence, 38.5C; percent above DMSO median, 100 means doubled. growth rescue, % at 18.8 µM. actives 1% (n = 320,000). AID 2716;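 active = every valid replicate shows activation above 250% relative to neutral control wells; inactive = the rest, any valid replicate at or below 250%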;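 also: OY570 slx delta 5 strain wells were the positive control but not used for scaling; some compounds called inactive have numbers as strong as hits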
Rtt109 HAT inh – blocks Candida albicans Rtt109/Vps75 acetyltransferase activity; inhibition, % at 34.9 µM; Q5AAJ8; actives 0.16% (n = 330,000); purified Rtt109/Vps75, ThioGlo CoA-SH fluorescence, 4 h;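 active = inhibition of at least 50% in every replicate; inconclusive = best replicate reaches 50% inhibition but some replicates fall short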
Target sequence (Q5AAJ8 whole entry, looked up): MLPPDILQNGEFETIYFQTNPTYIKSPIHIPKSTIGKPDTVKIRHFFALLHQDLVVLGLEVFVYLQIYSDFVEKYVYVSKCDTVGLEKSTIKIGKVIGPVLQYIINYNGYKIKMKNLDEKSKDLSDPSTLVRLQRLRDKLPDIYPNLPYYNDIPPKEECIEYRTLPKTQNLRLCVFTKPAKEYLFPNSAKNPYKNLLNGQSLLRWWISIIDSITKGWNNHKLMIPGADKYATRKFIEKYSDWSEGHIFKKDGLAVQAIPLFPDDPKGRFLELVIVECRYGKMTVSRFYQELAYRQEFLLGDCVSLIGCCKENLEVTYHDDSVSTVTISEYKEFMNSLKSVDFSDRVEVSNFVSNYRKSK
RTF Ca sens inh – cardiac RTF calcium desensitization. P19429+P45379. IANBD-labeled cardiac RTF, Ca2+ fluorescence. inhibition, % at 7.15 µM. actives 0.12% (n = 340,000). AID 493244;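 active = inhibition above the mean inhibition of all tested compounds plus 3 SD, cut at about 17% in these data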;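 also: assay run at fixed EC70 calcium of 1.6 mM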
Numbers without * were called inactive; ? = inconclusive; . = no result given; & = joins results of further samples.

SMILES | C-LANA FP | CDK5 p35 inh | NSD2 HMT inh | dFosB act | PvdQ inh | cardiac RTF act | Keap1 Nrf2 FP | PfHsp90 yeast 2 | SUMO Mot1 rescue | Rtt109 HAT inh | RTF Ca sens inh
COCCCNC(=O)C1CCC(=O)N(c2ccc3c(c2)OCO3)C1c1ccc(OC)cc1 (stereo not given) | -1.5 | 0.9 | -3.3 | 1.8 | -16.0 | 3.9 | -1.4 | 26.7 | -6.3 | -6.9 | -4.2
O=C(c1ccco1)N(c1ccccn1)c1ccccn1 | 0.3 | -0.7 | -7.8 | -2.9 | -7.2 | 6.6 | -1.2 | . | -13.1 | -0.3 | -9.7
CN(C)S(=O)(=O)N1CCN(S(=O)(=O)N2CCOCC2)CC1 | -1.2 | -1.2 | -2.6 | 4.5 | -13.6 | 3.4 | 0.8 | -24.7 | -6.7 | -8.0 | -4.5
Cc1ccc(C(=O)N2CCCC(CCC(=O)N3CCN(c4ccccn4)CC3)C2)cc1 (stereo not given) | -1.9 | -1.7 | 2.6 | -4.7 | -14.7 | 1.1 | -2.2 | 5.9 | 6.2 | 0.8 | -3.5
CCC1CCCCN1CCCNC(=O)CN1C(=O)c2cccnc2Oc2ccc(C)cc21 (stereo not given) | 0.2 | 0.7 | 4.1 | -17.0 | -6.7 | -2.2 | -8.1 | -15.6 | 29.4 | -3.3 | -11.3
O=C(NCc1cccs1)C1CCCN1C(=O)Nc1cccc(F)c1 (stereo not given) | 13.6 | -0.8 | -4.4 | -0.1 | 0.1 | -4.1 | 1.0 | . | 6.1 | -2.8 | -2.7
O=C(Cc1ccc(NC2=NC3CS(=O)(=O)CC3S2)cc1)NCc1ccccc1Cl (stereo not given) | 0.0 | 0.2 | . | 1.0 | -8.6 | -0.6 | 0.0 | 5.1 | -8.6 | -6.8 | -8.1
Cc1cc(NS(=O)(=O)c2ccc(NC(=O)C(C)Oc3ccc4c(C)cc(=O)oc4c3)cc2)no1 (stereo not given) | 0.4 | -0.4 | 12.6 | -4.3 | -3.4 | 1.6 | 1.9 | 13.7 | -10.7 | 0.4 | -6.4
COc1c2c(c3c(c1OC)c(=O)c1ccccc1n3C)OCO2 | 2.2 | -0.6 | 32.7 | -3.6 | -11.9 | 0.4 | -3.3 | . | . | 9.1 | -5.2
COc1cccc(-c2nc(CS(=O)(=O)CC(=O)NC3CCC(C)CC3)c(C)o2)c1 (stereo not given) | -1.1 | 1.6 | -4.4 | -25.4 | -14.4 | 4.9 | -1.9 | 16.7 | 6.3 | 8.0 | -2.8
CC(=O)Nc1cccc(NC(=O)CSc2ccc3nnc(CCNC(=O)c4ccccc4)n3n2)c1 | 3.3 | 0.6 | -2.4 | -9.2 | -8.5 | -2.9 | -6.0 | -5.7 | -9.0 | 2.6 | 1.6
CCOC(=O)c1ccccc1NC(=O)c1cn(-c2ccc(C)c(C)c2)c(=O)c2ccccc12 | 3.6 | -0.5 | -0.2 | -15.8 | -1.3 | -3.4 | 1.5 | 9.5 | . | -15.2 | 4.5
Cc1cc(C)c(NC(=O)Cc2ccc(-n3cccc3)cc2)c(C)c1 | 12.2 | -0.2 | 0.8 | -7.2 | -10.5 | 1.3 | 1.3 | -0.8 | 91.8 | -10.7 | -6.4
O=S(=O)(c1ccccc1F)N1CCN(c2nc3ccccc3s2)CC1 | -2.3 | -2.7 | -1.9 | -1.2 | -9.8 | . | -0.3 | -6.0 | 3.4 | -5.8 | .
CCc1nc2sc3ccccc3c(=O)c2c(=O)n1CCOC | -1.9 | 1.5 | -0.2 | -14.9 | 3.2 | -2.7 | -5.5 | -15.1 | 285.5 | -1.0 | -3.2
O=C(NCCN1CCOCC1)c1cc(-c2ccc(Br)cc2)on1 | -1.3 | 1.3 | -0.8 | -0.6 | -19.1 | -1.1 | -2.1 | 12.1 | 11.2 | 3.2 | -5.6
CCOc1ccc(NC(=S)NCc2nc3ccccc3[nH]2)cc1 | 1.3 | -1.5 | . | -9.9 | -10.2 | 4.8 | -0.8 | 19.6 | -30.6 | 5.8 | -8.5
N#Cc1c(N)n[nH]c1CCCN | 1.1 | 0.5 | 6.9 | 9.4 | -15.8 | 5.7 | -0.4 | 1.2 | -5.6 | 2.9 | -0.1
O=C(NCC1(c2ccccc2)CCCC1)c1ccc(Br)o1 | -0.3 | 0.1 | -3.2 | -5.1 | -1.1 | 4.1 | 0.1 | -22.4 | -29.5 | -9.1 | 3.8
CC1=C(C(=O)OC(C)C)C(c2cccs2)N2C(=O)C(C)SC2=N1 (stereo not given) | -1.1 | 0.6 | 2.7 | -16.8 | -12.6 | 1.6 | -4.0 | 19.2 | -20.2 | -11.4 | -0.1
Cc1ccc(Cn2nc(C)c3cc(C(=O)OCC(N)=O)sc32)cc1 | -1.6 | 1.1 | 1.7 | -0.2 | -18.9 | -2.5 | -6.9 | -42.6 | -4.9 | 7.5 | 1.1
O=C(CN1CCN(Cc2ccccc2)CC1)N1CCCc2c1c(=O)oc1ccc(O)cc21 | 0.5 | 0.1 | 2.9 | -7.8 | -0.4&-1.2 | 3.4 | -0.9 | 7.0 | 13.1 | -9.0&-1.2 | -3.4
S=C(Nc1ccccc1)Nc1ccc(OCc2ccccc2)cc1 | -0.7 | -2.3 | 7.2 | 5.7 | -7.7 | -2.2 | -1.4 | . | 7.5 | -6.6 | 0.7
CCS(=O)(=O)NCCNc1ccc([N+](=O)[O-])cc1 | -0.2 | -0.1 | -0.8 | -0.8 | -1.4 | -2.5 | -2.1 | 3.7 | 2.7 | 7.3 | -4.1
COc1cccc(OCCNC(=O)c2ccc(C)cc2)c1 | -0.1 | -0.6 | -2.0 | 1.9 | -28.5 | -1.7 | -2.3 | 7.3 | -8.5 | . | -4.2
Later entries:
SMILES | C-LANA FP | CDK5 p35 inh | NSD2 HMT inh | dFosB act | PvdQ inh | cardiac RTF act | Keap1 Nrf2 FP | PfHsp90 yeast 2 | SUMO Mot1 rescue | Rtt109 HAT inh | RTF Ca sens inh
COc1ccc(OC)c(-n2c(-c3ccc(C)cc3)n[nH]c2=S)c1 | 1.3 | -1.2 | . | 1.4 | -6.4 | 3.0 | 0.4 | . | -7.9 | 0.7 | -5.7
COc1ccc(C2=CSC3=NNC4(CCCCC4)NN23)cc1 | 1.7 | 1.0 | 33.1 | -11.7 | 13.7 | -3.6 | -2.0 | 4.1 | . | -9.6 | -3.1
CCCn1nnnc1SCC(=O)N1CCCCC1 | 0.6 | -0.8 | -4.9 | -3.8 | -8.8 | 1.6 | -4.5 | 9.4 | 3.3 | -14.5 | 3.4
O=C(O)c1cccc(NC2=Nc3cccc4cccc2c34)c1 | 46.0 | -1.5 | -3.7 | -3.8 | -13.5 | 1.8 | -2.8 | 5.3 | -5.7 | -10.1 | -4.6
O=c1c2ccsc2ncn1Cc1ccccc1F | 0.8 | 0.6 | -4.8 | 6.7 | 28.8 | 2.9 | -3.0 | 2.6 | 0.4 | -9.6 | -3.4
CCOC(=O)N1CCN(C(=O)c2noc3c2COc2ccccc2-3)CC1 | -0.9 | 1.7 | -5.1 | -9.9 | -6.5 | -5.1 | -2.7 | -9.3 | 10.1 | -12.4 | 4.2
COc1ccccc1N(C)S(=O)(=O)c1ccc(C(=O)Nc2nc(C)cs2)cc1 | 1.6 | -2.3 | -7.1 | -12.3 | -7.2 | -0.2 | -1.4 | -31.7 | -2.9 | 16.0 | -6.4
CC(=O)Oc1ccc(OC(C)=O)c2c1C1C=CC2CC1 | -12.6 | 1.8 | -0.3 | 1.7 | 8.8 | 0.6 | -6.3 | -5.0 | . | -1.2 | -1.8
O=C(CSc1nc(-c2ccccc2)cc(=O)[nH]1)Nc1ccccc1F | -1.3 | 1.1 | -3.5 | ? | -13.3 | -5.7 | -3.9 | -2.2 | -8.1 | -7.7 | -4.8
COCCn1c(SCC(=O)Nc2cc(C)on2)nnc1-c1c[nH]c2ccccc12 | 0.5 | 1.3 | . | -2.7 | 0.4 | 0.1 | -3.7 | 7.7 | -10.9 | 0.9 | 2.1
COC(=O)Cn1cnc2sc(C)c(S(=O)(=O)N3CCC(C)CC3)c2c1=O | 1.0 | 1.7 | -3.1 | -2.2 | 13.1 | -1.3 | -5.8 | 11.3 | -13.4 | 7.3 | -9.2
CCCC[C@@H]1C[C@H]1[C@@H](NC(=O)c1ccco1)c1ccc(Cl)cc1 | 0.4 | -0.5 | . | -1.9 | -6.8 | -2.5 | -0.8 | . | 14.7 | 0.1 | 6.0
O=C(CCC(=O)N1CCN(S(=O)(=O)c2ccc(Cl)cc2)CC1)NCc1cccc(C(F)(F)F)c1 | 0.4 | 0.5 | -1.7 | -23.4 | -7.2 | 2.7 | -3.7 | . | . | -0.7 | -1.7
CS(=O)(=O)Nc1ccc(C2=NN(C(=O)c3ccco3)C(c3cccc(F)c3)C2)cc1 (stereo not given) | -0.5 | 1.0 | -0.3 | -8.8 | -5.0 | -6.4 | -1.7 | 5.6 | -2.7 | 16.7 | -2.6
COc1cc(CNCCO)cc(Br)c1OCc1ccccc1Cl | 0.7 | -1.0 | 3.5 | -0.1 | -10.4 | -1.2 | 0.7 | 4.5 | 1.9 | 12.3 | -5.0
O=c1c(Cc2c(F)cccc2Cl)c(O)ccn1Cc1ccc(F)cc1 | 1.5 | 2.5 | 3.0 | 0.5 | 5.5 | 4.3 | -1.9 | 23.2 | 179.2 | 10.6 | -6.6
CC(C)CCN1CC(O)=C(c2nc3ccccc3[nH]2)C1=N | -3.8 | 2.2 | 3.6 | -5.5 | 10.0 | -1.1 | -2.4 | 18.0 | -13.9 | 3.2 | -10.7
CCC1CCCCN1CCCNC(=O)Cn1ncn2nc(-c3ccc(OC)cc3)cc2c1=O (stereo not given) | 0.8 | -0.1 | 1.5 | -16.6 | -8.4 | 3.9 | -9.2 | 28.4 | 29.6 | -5.7 | -8.4
Cc1c(C(=O)NCCCn2ccnc2)oc2ccccc12 | 0.4 | -1.1 | . | -8.0 | -11.6 | 4.7 | -8.2 | 6.3 | -4.1 | 5.2 | -1.2
CCC(C)c1c(O)nc(SCC(=O)Nc2ccccc2)[nH]c1=O (stereo not given) | -0.1 | -3.0 | 4.4 | 9.6 | -14.0 | -1.8 | -1.1 | -21.8 | 7.0 | -1.1 | -7.1
CC1CCN(C(=O)Cn2nnc(-c3ccc([N+](=O)[O-])cc3)n2)CC1 | -1.5 | 1.7 | -0.1 | 4.8 | -8.0 | -7.9 | 2.4 | 24.1 | 0.8 | 8.2 | -7.4

Bioassay records: PubChem, several laboratories

Compounds were not picked by outcome; any-hit rate near 3.2%.
